Compound activity from PubChem.
Arr AP2 block: inhibitors of beta-arrestin/AP2 binding, primary screen, biochemical, GPCR trafficking, flow cytometry | AID 504490, 2011 | 340,000 compounds, 0.31% hits | beta-arrestin 1 C-terminal peptide binding to AP2 beta2-adaptin appendage (human) | FITC-arrestin peptide / GST-AP2 beads; AP2 beta2 appendage carries R879A mutation | inhibition, % at 10 µM;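 active means inhibition above a set limit, near 3 SD of compounds lacking own fluorescence, cut at about 54% in these data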;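 further: plate controls were DMSO wells for no effect and 5 µM unlabelled arrestin peptide for full effect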
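System: GST-AP2 R879A glutathione beads. Medium: PBS with 0.05% Tween 20 and 0.1% BSA. Also added: FITC-arrestin peptide, 50 nM. Incubation: 12 min plus 1 h, RT. Measured by: high-throughput flow cytometry of beads, ex 488, em 535 nm. Evaluation: percent drop in bead-associated FITC signal.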
DAGLB inh: DAGLB lipase inhibitors, primary screen, biochemical, fluorescence, HTS; Diacylglycerol lipase-beta (Homo sapiens), Q8NCG7; HEK293T DAGLB membrane lysate, EnzChek fluorogenic substrate; inhibition, % at 5.17 µM; 340,000 compounds, 0.059% hits; in the data active means inhibition above about 34%;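 further: 0% = enzyme with vehicle and 100% = wells lacking enzyme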
OPRM1-OPRD1 inv: inverse agonists of MOR-DOR heterodimerization, primary screen, cell-based, luminescence; Mu-type opioid receptor (Homo sapiens) + Delta-type opioid receptor (Homo sapiens), …; cell-based MOR-DOR heterodimer luminescence, inverse agonism; inhibition, % at 9.3 µM; 340,000 compounds, 0.21% hits; in the data active means inhibition above about 22%, passing the limit was not always enough;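 further: 0% = cells with DMSO and 100% = wells without cells with DMSO; values of inactives mirror those of a sister screen read the other way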
Target sequence (P35372 whole entry, looked up): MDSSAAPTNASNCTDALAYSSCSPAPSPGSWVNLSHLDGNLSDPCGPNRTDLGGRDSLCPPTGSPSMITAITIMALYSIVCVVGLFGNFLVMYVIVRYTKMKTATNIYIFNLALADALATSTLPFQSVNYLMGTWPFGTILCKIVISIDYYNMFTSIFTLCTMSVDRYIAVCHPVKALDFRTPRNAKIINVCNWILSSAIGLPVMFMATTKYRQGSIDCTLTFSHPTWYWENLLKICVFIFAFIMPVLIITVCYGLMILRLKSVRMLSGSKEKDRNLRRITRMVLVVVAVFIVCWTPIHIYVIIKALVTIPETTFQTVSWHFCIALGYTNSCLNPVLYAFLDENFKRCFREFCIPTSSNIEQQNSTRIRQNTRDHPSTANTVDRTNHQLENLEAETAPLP
Target sequence (P41143 whole entry, looked up): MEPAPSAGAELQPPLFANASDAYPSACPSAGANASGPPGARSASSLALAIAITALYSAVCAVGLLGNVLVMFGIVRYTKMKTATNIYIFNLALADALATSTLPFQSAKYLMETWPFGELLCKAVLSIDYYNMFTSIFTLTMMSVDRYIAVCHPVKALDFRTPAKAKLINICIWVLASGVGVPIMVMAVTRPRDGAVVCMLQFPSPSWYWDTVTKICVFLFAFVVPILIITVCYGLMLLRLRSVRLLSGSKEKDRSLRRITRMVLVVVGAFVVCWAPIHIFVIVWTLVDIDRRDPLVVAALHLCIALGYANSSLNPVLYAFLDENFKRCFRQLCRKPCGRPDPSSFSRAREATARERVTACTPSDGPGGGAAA
PKA-R2B activ: activators of PKA-R2B holoenzyme, primary screen, biochemical, fluorescence polarization, Cy5-IP20, human | PKA-R2B holoenzyme dissociation; R2B truncated from residue 108, S112A mutant; 0% DMSO only, 100% 113 µM cGMP | 340,000 compounds, 0.079% hits | activation, % at 11.4 µM | cAMP-dependent protein kinase catalytic subunit beta (Homo sapiens) + cAMP-dependent …;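 active means activation above a cutoff set at the mean over all compounds plus 3 SD, cut at about 18% in these data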;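 further: higher means more holoenzyme dissociation and a rise in polarization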
PKA-R1A act: activators of PKA-R1A holoenzyme, primary screen, biochemical, fluorescence polarization, Cy5-IP20, bovine R1A, mouse PKAc; cAMP-dependent protein kinase type I-alpha regulatory subunit (Bos taurus) + …; PKA-R1A dissociation; scaled: DMSO 0%, 113 µM cGMP 100%; activation, % at 11.4 µM; 340,000 compounds, 0.083% hits; AID 504707, 2011;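 active means percent activation above the mean of all tested compounds plus 3 SD, cut at about 19% in these data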;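 further: higher means more PKAc released from R1A so a rise in polarization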
HTR5A ag ctr: HTR5A agonists in luminescence cell assay, primary screen, counter-screen for OPRM1-OPRD1 heterodimer agonist project, full-deck HTS | 5-hydroxytryptamine receptor 5A (Homo sapiens), P47898 | cell-based | activation, % at 9.3 µM | 340,000 compounds, 0.61% hits | AID 504692, 2011; in the data active means activation mostly above about 9.5%, no sharp cut-off; inactive means mostly below about 7.6%;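 further: 0% = cells with vehicle only and 100% = reference agonist; strong numbers were not always called active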
Pemphigus Ab inh: inhibitors of pemphigus antibody binding to DSG3, primary screen, biochemical, bead-based, flow cytometry, scFv-GFP; binding (percent of control), % at 10 µM; Desmoglein-3 (Homo sapiens), P32926; DSG3-coupled beads, scFv-anti-DSG3-GFP binding; active compounds read low; 310,000 compounds, 0.48% hits;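 active means binding more than 3 SD below its plate's average and above zero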;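 further: hits lower antibody fragment binding to DSG3; some compounds called inactive have numbers as strong as hits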
HTR5A inv ag: HTR5A inverse agonists in luminescence cell assay, primary screen, counter-screen for OPRM1-OPRD1 heterodimer inverse agonist project, full-deck HTS | 5-hydroxytryptamine receptor 5A (Homo sapiens), P47898 | HTR5A cell line, inverse agonism | inhibition, % at 9.3 µM | 340,000 compounds, 0.083% hits; in the data active means inhibition mostly above about 23%, no sharp cut-off; inactive means mostly below about 18%;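 further: 0% = cells with DMSO and 100% = no-cell wells with DMSO; some compounds called inactive have numbers as strong as hits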
MOR-DOR ag: agonists of OPRM1-OPRD1 heterodimerization, primary screen, cell-based, luminescence; cells; activation, % at 9.3 µM; 340,000 compounds, 0.3% hits; in the data active means activation above about 18%;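 further: 0% = vehicle-treated cells and 100% = reference agonist; values of inactives mirror those of a sister screen read the other way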
V-ATPase pH: regulators of yeast V-ATPase proton pumping, primary screen, pHLuorin cytosolic pH fluorescence; S. cerevisiae; response, % at 10 µM; 350,000 compounds, 0.37% hits; in the data active means response mostly above about 7.3%, no sharp cut-off; inactive means mostly below about 5.4%; further: actives read high; inactives centre near 0; some compounds called inactive have numbers as strong as hits; reference of the scale not given here
* = called active by the depositor; / = not tested or not shown.

cpd	mol	PKA-R2B activ	HTR5A ag ctr	HTR5A inv ag	PKA-R1A act	Arr AP2 block	DAGLB inh	V-ATPase pH	Pemphigus Ab inh	MOR-DOR ag	OPRM1-OPRD1 inv
1	COc1ccc(CNC(=O)Cn2cnc3c(SC)nc(N)nc32)cc1	7	/	/	-5	11	-2	2	100	/	/
2	O=C(OCC(=O)N(c1ccccc1)C1CCCCC1)c1ccc(CO)cc1	-4	6	-14	-5	-8	-1	-1	93	0.2	-1
3	CCC1CCCCN1S(=O)(=O)c1ccc(NC(=O)c2ccncc2)cc1 (configuration not stated)	1	2	-3	3	7	-3	0	102	0.3	-2
4	CC(=O)N1CCc2cc([N+](=O)[O-])ccc21	3	3	-11	-12	7	-2	-4	88	0.0	0
5	COc1cccc(NC(=O)CSc2nncn2-c2ccccn2)c1	5	4	-8	-10	-7	1	0	98	-1.5	8
6	Cc1nnc(SCC(=O)N2CCCC2)n1-c1ccc(F)cc1	-10	2	2	3	-2	-2	1	113	-3.2	16
7	CCn1c(SCC(=O)Nc2cc(Cl)ccc2OC)nnc1C1CC1	-8	6	-23	5	0	0	0	121	-0.2	1
8	O=C(Cc1ccc(Cl)c(Cl)c1)N1CCOCC1	5	-1	3	-15	35	-2	-1	99	-2.1	10
9	COc1cccc(-n2c(SCC(N)=O)nc3c([nH]c4ccccc43)c2=O)c1	-11	3	-10	-5	24	-1	2	/	-3.6	19
10	CS(=O)(=O)N(CC(=O)N1CCN(Cc2ccc3c(c2)OCO3)CC1)c1ccc2c(c1)OCO2	-7	2	-13	6	8	2	5	82	-1.5	8
11	CCOc1ccc(C(=O)NC2CC(=O)N(c3ccc4c(c3)OCCO4)C2)cc1 (configuration not stated)	-8	1	-10	2	-11	1	-6	99	-1.6	8
12	CCOC(=O)N1CCN(c2c(-c3ccccc3)c3cc(Cl)ccc3[nH]c2=O)CC1	-1	-7	23	-16	4	1	-2	98	-0.5	3
13	C[C@H](NS(=O)(=O)c1ccccc1)C(=O)OCC(=O)NC(=O)Nc1ccc2c(c1)OCCO2	-10	8	-20	0	11	0	-1	105	-0.9	5
14	CC1(C)CNc2cc(N)ccc2S1	-7	8	9	-11	14	5	-2	94	4.0	-20
15	COc1cccc(C(=O)NC2CCN(C(=O)N3CCCCC3)CC2)c1	-4	5	-1	-2	29	-1	-2	97	-2.5	14
16	CCC1=NN(C(=O)c2cccc(Br)c2)C(O)(c2ccc(Br)cc2)C1 (configuration not stated)	6	0	1	8	6	11	1	102	2.5	-18
17	COc1cc(/C=C/C(=O)O)cc(S(=O)(=O)NCCCC(=O)O)c1OC	2	0	1	-2	40	1	-2	101	-3.2	18
18	CCCCN(C(=O)C1CCC1)c1c(N)n(CC(C)C)c(=O)[nH]c1=O	-1	-3	0	-4	2	1	0	99	-5.4	26
19	CC(=O)c1ccccc1C(=O)N1CCCC(CNC(=O)c2ccc(F)cc2)C1 (configuration not stated)	-8	/	/	0	/	-4	/	99	/	/
20	COC(=O)C1=C(C)OC(N)=C(C#N)C1c1cc(C)sc1C (configuration not stated)	2	3	-11	2	12	-6	-2	102	-1.9	10
21	O=C(CNCc1ccc(F)cc1)Nc1cc(S(=O)(=O)N2CCOCC2)ccc1Cl	7	-2	4	8	29	-2	2	101	-1.3	5
22	COc1ccc2c(c1)C(=O)N1[C@H]3c4cc(C)ccc4OC[C@@H]3[C@H](c3ccccc3)[C@]1(C)C(=O)N2	-6	-3	-11	-7	-1	-6	1	102	-1.3	7
23	Cn1c(SCC(=O)N2CCCC2=O)nc2ccccc2c1=O	1	-3	12	4	-3	0	3	96	-0.2	1
24	CCCNC(=O)c1ccc2c(c1)ncn2-c1ccccc1OC	-1	-1	-23	-3	0	-1	-2	101	-4.4	18
25	O=C(/C=C/c1ccc(O)cc1)OCc1occc(=O)c1O[C@@H]1OC(CO)[C@@H](O)[C@H](O)[C@@H]1O (some centres not stated)	-7	-1	9	-10	0	-2	1	122	-1.0	6
26	O=C(Cn1c(=O)c2cccn2c2ccccc21)NCc1cccc(F)c1	-7	1	7	-4	20	-5	3	105	-0.1	1
27	Cc1ccccc1OCC(=O)OCC(=O)NC12CC3CC(CC(C3)C1)C2	11	/	/	-2	/	-2	/	96	/	/
28	CCOC(=O)C1CCCN(C2CCN(Cc3nc(-c4ccccc4)no3)CC2)C1 (configuration not stated)	-2	1	-3	-9	-4	1	-6	94	-1.1	8
29	Cc1ccc(N2C(=O)CC(Sc3ncn[nH]3)C2=O)cc1 (configuration not stated)	2	0	1	-8	3	-2	0	98	-0.6	3
30	COc1ccc(CNC(=O)CN(C(=O)CCC(=O)Nc2ccccn2)c2ccc3c(c2)OCO3)cc1	8	-2	17	5	-2	2	-2	97	-0.4	2
31	CCc1ccccc1NC(=O)CCNC(=O)Cn1ccc2ccccc2c1=O	5	-3	0	-20	-2	1	-2	/	-0.9	6
32	COc1ccccc1NC(=O)/C(=C\c1cccs1)NC(=O)c1ccco1	3	-2	4	-5	5	1	-5	83	-0.4	2
33	COc1ccccc1C(C)NC(=O)Cc1ccsc1 (configuration not stated)	-8	9	-27	-8	24	-1	4	101	-2.0	13
34	CN(Cc1ccccc1)C(=O)c1ccc(NC(=O)Cc2ccc(NC(=O)C3CCN(C(=O)CCc4ccccc4)CC3)cc2)cc1	4	6	-21	-3	0	-1	-1	102	0.4	-2
35	CC1CCC(NC(=O)C(=O)Nc2ccc3c(c2)OCO3)CC1 (configuration not stated)	-12	-4	4	-5	-3	0	0	112	-0.9	6
36	Cn1nc(-c2ccccc2)c2cc([N+](=O)[O-])ccc21	0	1	-5	3	28	-9	2	118	2.9	-14
37	CCCNC(=O)c1nnsc1Sc1ccc(Cl)cc1	2	3	-8	-5	-6	-2	0	99	-1.7	10
38	COc1ccc(-c2csc(C3=C(O)CN(Cc4ccc(Cl)cc4)C3=N)n2)cc1OC	7	5	-23	0	-6	-2	4	100	3.5	-18
39	CSc1nnc(Cc2cc(=O)[nH]c(=O)[nH]2)n1-c1cc(C)ccc1C	6	0	8	9	-9	-2	-3	/	-3.3	20
40	CCOc1ccc(C(=O)Nc2ccccc2-c2ccccc2)cc1Cl	-8	4	-5	8	8	-14	3	120	3.6	-19
41	CCS(=O)(=O)CCSc1nc2c(cc1C#N)CCCC2	3	0	13	-2	9	-4	4	98	0.4	-2
42	COc1c(Cl)cc(Cl)cc1CNCCO	-6	1	10	-2	11	-1	0	88	-4.3	21
43	O=C1C2C3C=CC(CC3)C2C(=O)N1c1ccc(Br)cc1 (configuration not stated)	-1	/	/	-2	/	-2	1	100	/	/
44	COc1ccccc1N1C(=O)C2C(c3ccccc3F)NN(C(=O)c3ccc(C)cc3)C2C1=O (configuration not stated)	6	2	-5	4	1	3	5	102	-2.9	14
45	O=C1OC[C@@H]2CCCN2C(=O)[C@@H](CC(=O)N(CCO)Cc2ccccc2)C/C=C\C[C@H]1Cc1ccc(F)cc1	7	-1	-8	6	16	-3	-1	/	0.1	0
46	O=C(Nc1ccc(Cl)cc1C(=O)Nc1ccccn1)c1ccco1	-6	-2	-41	-8	-1	-5	2	/	-0.6	3
